# Source: PubChem BioAssay (National Center for Advancing Translational Sciences (NCATS))
# Akt phos inh: HTS Assay for Inhibitors of Akt Phophorylation: Primary Screen. Neuro2A IGF-stimulated pAkt S473 HTRF, 20 min; stronger effect = lower value. activity change, % for hits at 50 µM. 360,000 tested, 0.32% active. AID 651550, 2012; in the data active means activity change below about -80%; inconclusive means mostly about -51% to -80%; further: on the % scale 0 is the no-effect control and ±100 the full control effect
#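 Neuro2A cells (4,500/well, DMEM with 0.5% FBS) were treated with compound at a single 50 µM final concentration, stimulated with 6 nM IGF for 20 min at 37 °C, and lysed. Phospho-Akt Ser473 was read by HTRF as 665/615 ratio ×10^4.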
# MmCpn inh: Inhibitors of TCP-1 ring complex (TRiC) of Methanococcus maripaludis (MmCpn): qHTS | AID 504842, 2011 | Chaperonin Mm-Cpn (Methanococcus maripaludis) | 330,000 tested, 0.031% active | Potency, µM (titrated, usually from 76.9 µM), for the others: top-dose activity, negative = inhibition, actives largely listed as inhibitors | purified Mm-Cpn ATPase, ADP Transcreener TR-FRET; further: potency means the concentration at half of the fitted maximal effect; on the % scale 0 is the no-effect control and ±100 the full control effect; nearly all actives have a fitted effect of over 80% in size
#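 TR-FRET (320 nm excitation; 590 and 665 nm emission) reports ADP made from 10 uM ATP by 25 nM enzyme; compounds were preincubated 10 min, reaction run 30 min, both at 37°C.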
# Abeta yeast res: qHTS for compounds that reverse cellular toxicity of Amyloid beta (A-beta) peptide in yeast: Primary Screen; 410,000 tested, 0.063% active; yeast expressing A-beta42, growth rescue, OD600, 48 h; response scale: 0% DMSO, 100% iron-clioquinol control; Potency, µM (top dose mostly 46.1 µM), for inactives: top-dose growth rescue, actives largely listed as activators; AID 1347071, 2019; further: potency means the concentration at half of the fitted maximal effect; nearly all actives have a fitted effect of over 55% in size
#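 Growth rescue measured by 600 nm absorbance after 48 h yeast culture at 30 C with compound. Values normalized between DMSO and an equimolar ferric chloride plus clioquinol control.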
# CCT modulator: High-Throughput Screening for Modulators of Cytosolic Chaperonin Activity. activity change, % (no concentration beside the values), hits read low. AID 651819, 2012. 360,000 tested, 0.3% active. purified chaperonin ATPase assay, HTRF ADP detection, 30 min; in the data active means activity change below about -30%; further: on the % scale 0 is the no-effect control and ±100 the full control effect
#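 TRiC at 40 or 20 nM final (batch-dependent) in 30 mM Tris pH 7.4, 100 mM KCl, 5 mM MgCl2, 1 mM DTT, with compound at single 76 uM and 10 uM ATP, 30 min at 37 deg C. ADP detected by HTRF Transcreener, 665/615 ratio.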
# TGFb SMAD3 inh: qHTS for Inhibitors of TGF-b; HepG2 CAGA-GFP TGF-b/SMAD3 reporter, GFP fluorescence, 18 h; TGF-beta stimulated, 500 pg/mL final; Potency, µM (doses to about 46.1 µM), for the others: at the top dose activity, negative = inhibition, most hits filed as inhibitors; 410,000 tested, 1.2% active; further: potency means the concentration at half of the fitted maximal effect; on the % scale 0 is the no-effect control and ±100 the full control effect; nearly all actives have a fitted effect of over 65% in size
#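 First, reporter cells (HEPG2 CAGA-GFP) rested 2 h at 37 degrees C. Next, compounds were pinned in and TGF-beta added to 500 pg/mL final. After 18 h, GFP was imaged per cell and summed per well.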
# A549 viability: Nrf2 qHTS screen for inhibitors: counterscreen for cytotoxicity; A549 ARE-Fluc cells, CellTiter-Fluor viability, 18-24 h; Potency, µM (doses to about 46 µM), for the others: at the top dose activity change, negative = cytotoxicity, usual class: inhibitors; 390,000 tested, 0.16% active; further: potency means the concentration at half of the fitted maximal effect; on the % scale 0 is the no-effect control and ±100 the full control effect
#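 A549 ARE_Fluc cells in 5% FBS OPTI-MEM were exposed to compounds in concentration-response for 18-24 h at 37 deg C. Viability was read by CellTiter-Fluor fluorescence (Ex 405/Em 525) after 30 min, before the luciferase read.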
# Nrf2 block: Nrf2 qHTS screen for inhibitors. A549 ARE-Fluc reporter, luciferase luminescence, 18-24 h. Potency, µM (highest dose often 46 µM), for inactives: at the highest dose activity change, negative = inhibition, hits mostly inhibitors. 360,000 tested, 2.1% active. AID 504444, 2011; further: potency means the concentration at half of the fitted maximal effect; on the % scale 0 is the no-effect control and ±100 the full control effect; nearly all actives have a fitted effect of over 60% in size
#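 A549 ARE_Fluc cells (5000/well, 5% FBS OPTI-MEM) pre-incubated 2 h, then treated with compounds 18-24 h at 37C/5% CO2 in concentration-response. CellTiter-Fluor viability read first; BugLite luciferase luminescence after 15 min at room temperature gives Nrf2 activity.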
# Nrf2 activator: qHTS of Nrf2 Activators; AREc32 ARE-luciferase reporter (MCF7-derived line), luminescence, 24 h; Potency, µM (series often up to 46.1 µM), for inactives: at the top dose activation, hits mostly activators; 410,000 tested, 0.31% active; further: potency means the concentration at half of the fitted maximal effect; % of control where 0% means no effect; nearly all actives have a fitted effect of over 65% in size
#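 Steps: seed AREc32_Fluc cells (1000/well, 5% FBS OPTI-MEM); incubate overnight at 37 deg C; add 23 nL compound; incubate 24 hr; add Steady-Glo; hold 30 min RT; read luminescence.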
# HepG2 tox: qHTS for Inhibitors of TGF-b: Cytotox Counterscreen; HepG2 CAGA-GFP viability, ATP luminescence, 18 h; Potency, µM (series often up to 46.1 µM), for the others: at the top dose activity change, negative = cytotoxicity, most hits filed as cytotoxic; 410,000 tested, 0.76% active; further: potency means the concentration at half of the fitted maximal effect; some results filed as inactive show a strong effect at the top dose
#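 CellTiter-Glo luminescence gave cytotoxicity after 18 hours at 37 degrees C. The cells were HepG2 CAGA-GFP in 1% FBS DMEM, stimulated with 500 pg/mL TGF-beta after compound addition. %Activity was normalised to no-cell wells (complete cell-killing) and DMSO (no toxicity), and curves were fitted and classified.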
# * hit, by the source's call; i = inactive; u = inconclusive; x = no result given; & = joins results of further samples; [ ] = remark or other dose. Unless noted, the call rests on the fitted dose curve; in most records, active means well fitted curve in the direction sought with a large enough effect; inconclusive means small, poorly fitted or top-dose-only effect, or another doubt; inactive means no such curve, though single readings can be large; an effect the other way counts as inactive or inconclusive. The order is random (roughly 4.3% active in at least one column).
SMILES,Akt phos inh,MmCpn inh,Abeta yeast res,CCT modulator,TGFb SMAD3 inh,A549 viability,Nrf2 block,Nrf2 activator,HepG2 tox
O=c1[nH]cnc2c1ncn2-c1ccc(N(CCO)CCO)cc1,i,x,7%,-2.5,-12%,-12%,-1%,0.5%,-5%
CC1=C(C#N)C(c2cccnc2)C2=C(N1)c1ccccc1C2=O (stereo not given),i,-6%,16%,-0.4,20%,0%,7%,-0.6%,14%
COc1ccc(-c2nc3n(n2)C(=O)CC(c2ccc(Cl)cc2)S3)cc1 (stereo not given),x,x,5%,x,-12%,-2%,5%,0.8%,0%
COc1ccc(C(=O)Nc2ccc(S(=O)(=O)N3CCCCC3C)cc2)c(OC)c1OC (stereo not given),i,-20%,-14%,-11,u,-4%,u,2.0%,-32%
CC(C)NC(=O)CC(=O)NN=C1CCCCC1,i,u,5%,0.1,2%,1%,14%,0.3%,0%
COc1ccc(OC2C(=O)N(c3cc(C)ccc3C)C2c2ccc(OC)c(OC)c2)cc1 (stereo not given),i,1%,9%,-1.6,u,4%,-22%,-0.2%[9.22 µM],-26%
COC(=O)C1CCC(=O)N1C(c1ccc(OC)cc1)c1cc(OC)c(OC)c(OC)c1 (stereo not given),i,x,-7%,0.9,2µM*,-20%,u,0.4%,2%
CCN(CC(=O)Nc1ccc2c(c1)OCCO2)Cc1cc(=O)oc2cc(C)c(C)cc12,x,-2%,-16%,0.4,16%,-3%,x,3.9%,-25%
CCOC(=O)CCCCCC(=O)Nc1ccc2c(c1)C(=O)N([C@H](C)CO)C[C@@H](C)[C@@H](CN(C)C(=O)CCC(F)(F)F)OCCCC[C@H](C)O2,i,x,1%,-2.7,18%,x,x,0.3%,0%
COc1cc(NC(=O)COC(=O)/C=C/c2ccccc2Cl)cc(OC)c1,i,0%,3%,0.0,5%,2%,-6%,3.3%[9.22 µM],23%
O=C(NCc1ccc(F)cc1)C(c1ccc(Cl)cc1)N(C(=O)c1csnn1)C1CC1 (stereo not given),i,2%,0%,0.6,1%,1%,-3%,2.3%,-26%
O=C(NCCN1CCOCC1)c1ccc(CS(=O)(=O)c2ccc(Br)cc2)o1,i,x,5%,0.0,6%,7%,-9%,-1.3%,-7%
CC1(C)Cc2cccc(OCC(=O)OCC(=O)NCc3ccccc3)c2O1,i,0%,1%,-10,-29%,1%,-1%,-1.2%,-13%
Cc1ccc2cccc(S(=O)(=O)n3nc(C)cc3C)c2n1,i,0%,12%,0.6,-8%,-7%[1.84 µM],-8%,-0.1%,9%
Cc1ccccc1N(C(=O)c1ccccn1)C(C(=O)NCc1ccccc1)c1cccnc1 (stereo not given),i,1%,-5%,1.4,-1%,-3%,3%,0.2%,3%
NCCCC[C@@H]1NC(=O)[C@H](CCC(=O)O)NC(=O)c2cc([N+](=O)[O-])cc(I)c2NCC[C@@H](C(N)=O)NC1=O,i,1%,-12%,-1.8,-18%,-13%,13%,-1.1%,1%
Cn1c(=O)[nH]c(=O)c2c1nc(SCC(O)CCl)n2Cc1ccccc1 (stereo not given),i,-2%,8%,0.8,-1%,14%,u,7.5%,1%
Cc1ccc(S(=O)(=O)N2CCOCC2)cc1NC(=O)CNCc1ccccc1Cl,i,1%,-5%,0.7,1%,1%,u,0.6%,2%
Cc1c(NC(=O)Nc2cccs2)cccc1[N+](=O)[O-],i,-4%,-10%,-0.9,-12%,-1%,-14%,u,-50%
CCc1ccc(Nc2ncnc3nc[nH]c23)cc1,i,0%,-18%,-0.2,-5%,1%,u,3.1%,-45%
COc1cc(C(C)=O)ccc1Oc1ncnc2c1cnn2-c1cccc(Cl)c1,i,1%,3%,-3.6,13%,1%,5%,0.0%,9%
CCCc1ncc(C[n+]2ccccc2C)c(N)n1,i,-2%,-18%,-2.3,10%,1%,5%,0.7%,3%
CSC(=NS(=O)(=O)c1ccccc1)NNC(=O)c1c(-c2c(Cl)cccc2Cl)noc1C,i,x,-8%,0.4,-1%,x,x,-0.4%,5%
CCCCCCC1C(C#N)=C(N)OC2=C1C(=O)CCC2 (stereo not given),i,0%,29%,2.2,-15%,-7%,-11%,4.7%,-22%
Cc1ccc(C)c(NC(=O)N2CCN3CCCCC3C2)c1 (stereo not given),x,x,2%,x,1%,14%,u,1.4%,3%

# The listing continues:
SMILES,Akt phos inh,MmCpn inh,Abeta yeast res,CCT modulator,TGFb SMAD3 inh,A549 viability,Nrf2 block,Nrf2 activator,HepG2 tox
CC#CCN(CC#CC)S(=O)(=O)c1ccc(-n2cnnn2)c(OC)c1,i,2%,-3%,-4.6,-10%,-1%,-1%,-0.4%,2%
Fc1cccc(NC(=S)NCCc2ccccc2)c1,i,0%,u,-2.0,-25%,-2%,u,0.0%,-24%
Cc1nc2ccc(S(=O)(=O)NCC(=O)N3CCCCC3)cc2s1,i,1%,-9%,-0.7,3%,-8%,-4%,-0.7%,-2%
O=C(Nc1cccc(Cl)c1)Nc1cc(S(=O)(=O)N2CCCCC2)ccc1Cl,i,0%,-1%,-0.7,10µM*,u,u,3.5%,2%
CC1CCN(c2nn3c(=O)c(C(=O)NCc4ccc(Cl)cc4)cnc3s2)CC1,x,x,-2%,x,u,10%,15%,-0.4%,-2%
CCOC(=O)NC(=S)Nc1cccc(C)n1,i,x,6%,-1.4,-1%,x,x,-1.1%,2%
COc1ccc(OC)c(NC(=O)Cn2c(C)nc3ccccc3c2=O)c1,i,-1%,-3%,-1.6,0%,-1%,-7%,0.4%,-24%
O=C(NC(=O)c1c(F)cccc1F)O/N=C1\CCCc2occc21,i,2%,1%,-0.3,58%[activator],23%,7%,-0.4%,93%
Cc1cc(C(=O)COC(=O)c2cccn2C)c(C)n1Cc1ccco1,i,-3%,0%,1.2,u,5%,u,-1.0%,-16%
CCOC(=O)C1=C(C)NC(C)=C(C(=O)OCC)C1C(=O)OCC(=O)N1CCc2ccccc21,i,3%,5%,0.8,u,u,27%,3.0%,3%
CN(c1ccc(OCC(=O)OCC(=O)Nc2cccc([N+](=O)[O-])c2)cc1)S(=O)(=O)c1ccc(F)cc1,i,-3%,-6%,-0.4,9%,-3%,5%,0.0%,-10%
C#CCOCCOCCOCCNc1nc(N2CCN(C(=O)C([C@@H](C)CC)n3cc(C(N)Cc4ccc(O)cc4)nn3)CC2)nc(N2CCN(C(=O)[C@H](CCC(=O)O)n3cc(C(N)[C@H](C)CC)nn3)CC2)n1 (stereo not given in full),i,x,-11%,1.1,9%,-2%,9%,-0.4%,3%
Cc1cc(O)c2c(c1)CC1C3CCC4CC(=O)CCC4(C)C3CC(=O)C21C (stereo not given),i,x,3%,0.3,0%,0%,u,1.6%,7%
Cn1c(CCN2CCOCC2)nc2cc(NC(=O)COc3ccc(Cl)cc3)ccc21,i,2%,-5%,0.3,-12%,-6%,u,0.1%,-11%
CCCc1cc(=O)[nH]c(/N=C(/NC(=O)C(C)N2C(=O)c3ccccc3C2=O)Nc2ccccc2)n1 (stereo not given),i,-2%,18%,-2.0,0%,1%,22%,-0.8%,1%
COc1ccc(NC(=O)C(=O)N2N=C3CCCCC3C2(O)C(F)(F)F)cc1 (stereo not given),i,6%,6%,-1.7,-8%,1%,-9%,-0.9%,3%
CC[C@H](C)[C@H](NC(N)=O)C(=O)Nc1ccc(NC(C)=O)cc1,i,-4%,-13%,-0.9,-26%,-6%,7%,-0.5%,-5%
COC(=O)C1CC(c2ccccc2)N(c2ccccc2)O1 (stereo not given),i,x,1%,-0.2,-2%,x,x,-0.8%,6%
C/C=C/C=C(/NC(=O)c1ccccc1)C(=O)Nc1ccccc1,i,-1%,-3%,0.0,2%,1%,-3%,-0.3%,-3%
COCCN(CC(=O)Nc1cccc(C)c1C)C(=O)/C=C/c1ccc2c(c1)OCCO2,i,x,7%,-1.2,-2%,x,x,0.1%,-26%
CN(CC(=O)Nc1ccc(F)cc1)C(=O)COC(=O)c1nc(Cl)ccc1Cl,i,x,5%,-1.6,17%,x,x,1.0%,6%
CCCCN1CCc2c([nH]c3ccc(C)cc23)C1=O,i,1%,12%,-0.2,0%,0%,u,-0.7%,-7%
COC(=O)C1Cc2c([nH]c3ccccc23)C2(CCN(Cc3ccccc3)CC2)N1 (stereo not given),i,3%,19%,0.1,u,0%,10%,17%,-53%
Cc1ccc2nc(C3CCCN3Cc3nc(CCC(C)C)no3)[nH]c2c1 (stereo not given),i,-2%,-1%,-1.9,-25%,1%,-7%,2.9%,-23%
C[C@H]1CCC(=O)N(CCSc2ccc(Br)cc2)CC1,i,1%,-26%,-0.2,4%&-29%,-1%,27%,0.4%,-36%&-17%

# Molecules shown so far that contain a furan ring, fused or not (three):
SMILES,Akt phos inh,MmCpn inh,Abeta yeast res,CCT modulator,TGFb SMAD3 inh,A549 viability,Nrf2 block,Nrf2 activator,HepG2 tox
O=C(NCCN1CCOCC1)c1ccc(CS(=O)(=O)c2ccc(Br)cc2)o1,i,x,5%,0.0,6%,7%,-9%,-1.3%,-7%
O=C(NC(=O)c1c(F)cccc1F)O/N=C1\CCCc2occc21,i,2%,1%,-0.3,58%[activator],23%,7%,-0.4%,93%
Cc1cc(C(=O)COC(=O)c2cccn2C)c(C)n1Cc1ccco1,i,-3%,0%,1.2,u,5%,u,-1.0%,-16%
